# Bioassay records from PubChem BioAssay.
# NOD2-RIPK2 inh – NOD2-RIPK2 protein interaction inhibition; O43353; CHO BLA complementation NOD2-RIPK2, CCF4 ratio; inhibition, % at 4.98 µM; actives 0.38% (n = 360,000); AID 624267; in the data active means inhibition above about 21%;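 further: 0% = vehicle only and 100% = reference blocker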
# Granule exo inh – lytic granule exocytosis inhibition; TALL-104 LAMP-1 surface exposure, flow cytometry; cells stimulated with thapsigargin and PMA; inhibition, % at 10 µM; actives 0.66% (n = 360,000);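 active means inhibition above about 55%, limit read from the data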
# ABCB6 inh 2 – human ABCB6 transporter inhibition; Q9NP58; K562-ABCB6 porphyrin accumulation, flow cytometry, 1 h; active compounds read low; fluorescence ratio to DMSO, % at 10 µM; actives 0.19% (n = 360,000); AID 602162;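 active means fluorescence ratio to DMSO below 75%, the collection mean minus 3 SD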;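 further: signal is porphyrin accumulated inside mitochondria; 100% equals median channel fluorescence of DMSO control wells; lower ratio means ABCB6 inhibition with less porphyrin fluorescence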
# aDG glyco act – alpha-DG glycosylation activation | activation, % at 10 µM | actives 0.22% (n = 360,000) | Pro5-aDG cells, alpha-DG glycosylation AlphaScreen (IIH6); 0% Pro5, 100% B10-LARGE cell signal;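 active means activation of at least 8% versus controls, or a plate z-score of at least 8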;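 further: Pro5 are CHO cells carrying HIG-tagged alpha-DG that lacks glycosylation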
# ABHD5 PLIN5 PPI – ABHD5-PLIN5 protein interaction inhibition | Q00G26+Q8WTS1 | Split G. princeps luciferase complementation, luminescence, 4 h | inhibition, % at 4 µM | actives 0.78% (n = 360,000);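 active means inhibition above the mean inhibition across every tested compound plus 3 SD, cut at about 22% in these data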;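 further: 0% = DMSO only wells and the 100% control is not disclosed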
# TLR9-MyD88 inh – inhibitors of human TLR9-MyD88 binding; actives 0.21% (n = 340,000); AID 504734; CHO BLA complementation TLR9-MyD88, CCF4 FRET ratio; inhibition, % at 4.98 µM;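 active means inhibition above the mean over all tested compounds plus 3 SD, cut at about 21% in these data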;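 further: 0% = DMSO only wells and 100% = clavulanate BLA inhibitor control wells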
# Target sequence (Q99836 whole entry, looked up): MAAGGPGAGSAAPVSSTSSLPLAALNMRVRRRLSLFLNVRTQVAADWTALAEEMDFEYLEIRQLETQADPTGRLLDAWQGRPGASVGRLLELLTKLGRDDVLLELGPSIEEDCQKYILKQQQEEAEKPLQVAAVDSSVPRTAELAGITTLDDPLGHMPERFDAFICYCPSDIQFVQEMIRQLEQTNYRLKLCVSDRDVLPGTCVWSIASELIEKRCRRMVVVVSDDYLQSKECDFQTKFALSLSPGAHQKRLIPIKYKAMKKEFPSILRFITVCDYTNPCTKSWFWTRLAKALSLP
# Target sequence (Q9NR96 whole entry, looked up): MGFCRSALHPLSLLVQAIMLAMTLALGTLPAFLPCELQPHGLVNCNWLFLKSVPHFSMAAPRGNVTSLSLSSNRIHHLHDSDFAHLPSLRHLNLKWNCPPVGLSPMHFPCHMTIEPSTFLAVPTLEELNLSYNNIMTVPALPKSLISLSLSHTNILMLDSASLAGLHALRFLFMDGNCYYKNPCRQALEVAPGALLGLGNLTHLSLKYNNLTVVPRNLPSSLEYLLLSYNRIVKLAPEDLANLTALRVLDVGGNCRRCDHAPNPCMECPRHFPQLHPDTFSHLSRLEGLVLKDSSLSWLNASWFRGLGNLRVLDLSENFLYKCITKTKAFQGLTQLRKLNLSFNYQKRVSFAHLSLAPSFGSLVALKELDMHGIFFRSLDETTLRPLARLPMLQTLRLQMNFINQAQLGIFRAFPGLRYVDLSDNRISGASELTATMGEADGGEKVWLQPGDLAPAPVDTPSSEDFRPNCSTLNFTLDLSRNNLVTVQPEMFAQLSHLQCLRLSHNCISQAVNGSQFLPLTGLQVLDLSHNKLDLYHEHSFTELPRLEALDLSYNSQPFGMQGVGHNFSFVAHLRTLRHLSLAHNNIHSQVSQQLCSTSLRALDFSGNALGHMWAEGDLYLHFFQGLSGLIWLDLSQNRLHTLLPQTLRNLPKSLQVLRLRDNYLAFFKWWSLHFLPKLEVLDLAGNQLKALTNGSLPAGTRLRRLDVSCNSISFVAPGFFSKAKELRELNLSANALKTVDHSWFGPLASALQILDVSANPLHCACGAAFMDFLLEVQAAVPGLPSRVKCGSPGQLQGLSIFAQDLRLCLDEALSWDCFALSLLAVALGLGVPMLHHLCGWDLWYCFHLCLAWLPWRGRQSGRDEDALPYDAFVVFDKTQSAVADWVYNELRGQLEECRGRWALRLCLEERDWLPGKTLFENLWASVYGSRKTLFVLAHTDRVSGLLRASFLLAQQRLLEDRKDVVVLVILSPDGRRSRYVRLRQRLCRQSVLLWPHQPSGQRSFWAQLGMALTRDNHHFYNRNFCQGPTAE
# Vif inh – blocks HIV Vif function. HEK293T cells, Vif self-association by quenched fluorescence, imaging, 24 h. inhibition, % at 7.49 µM. actives 0.35% (n = 340,000); in the data active means inhibition above about 50%, passing the limit was not always enough; further: some results filed as inactive read as strong as hits
# MC4R antag cAMP – antagonists of human melanocortin 4 receptor (MC4R); P32245; MC4R-expressing cells, MTII-stimulated cAMP, LANCE TR-FRET; inhibition, % at 6.5 µM; actives 0.48% (n = 360,000);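 active means inhibition above its plate's cutoff, the mean of tested wells on that plate plus 3 SD, cut at about 29% in these data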;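 further: 0% = Melanotan II alone and 100% = Melanotan II plus saturating MCL0020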
#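 Assay system: U2OS cells stably expressing human melanocortin 4 receptor (MC4R) / Dosing: 6.5 µM / Timing: compound 30 min, challenge 1 h, detection 1 h / Measured by: Eu-cAMP/anti-cAMP TR-FRET, emission 671 nm / Replicates: singlicate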
# MC4R ag barr – human MC4R agonism via beta-arrestin; actives 0.98% (n = 360,000); P32245; activation, % at 8.9 µM; U2OS MC4R beta-arrestin complementation, luminescence; percent of melanotan II response, DMSO zero;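 active means activation above a per-plate cutoff, the mean activation of sample wells on that plate plus 3 SD, cut at about 8% in these data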
# N-glyco inh – N-linked glycosylation inhibition; D54 ERlucT glycosylation luciferase reporter, 24 h; percent of 100 nM tunicamycin response; reporter increase, % at 12.5 µM; actives 0.23% (n = 360,000);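 active means mean luciferase reporter signal, scaled so untreated is 0 and the glycosylation-blocking control 100, at or above a set limit in every replicate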;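 further: luciferase carries N-glycosylation sites so blocking glycosylation raises the light; 0% = median of neutral control wells and 100% = median of 100 nM tunicamycin wells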
# * marks the source's active call; other numbers are inactive results; x = not tested or not shown. These rows are one share of the data; count on the stated rates, not on these rows.
SMILES,NOD2-RIPK2 inh,Granule exo inh,ABCB6 inh 2,aDG glyco act,ABHD5 PLIN5 PPI,TLR9-MyD88 inh,Vif inh,MC4R antag cAMP,MC4R ag barr,N-glyco inh
Cc1ccc(SCC(=O)NCCc2ccccc2)cc1,-4.8,-9.1,96.0,-0.1,0.6,4.1,-1.6,14.4,0.5,2.7
CC(C)(C)[C@@H]1C=C(C(N)=O)O[C@H](OCCCCO)C1,0.1,6.3,99.0,0.2,-2.8,-4.4,-1.6,1.2,0.0,2.0
CC(=O)NC1=C(NC2CCS(=O)(=O)C2)C(=O)c2ccccc2C1=O (configuration not stated),2.0,3.8,105.0,0.6,-3.9,-3.3,-12.3,-6.6,-1.5,8.7
OC(COCc1cccs1)CN1CCN(c2ccccc2Cl)CC1 (configuration not stated),1.2,0.2,96.0,0.4,-0.1,6.7,-8.8,6.6,2.6,-0.7
CC(C)NC(=O)[C@H]1N2C(=O)c3ccccc3C2SC1(C)C (some centres not stated),12.8,-1.7,97.0,0.1,2.6,10.7,-1.7,6.5,-0.9,0.5
CCOc1ccc(-c2nc(-c3ccccc3)no2)cc1OCC,-0.3,9.7,102.0,-0.1,-9.0,3.9,3.9,10.6,-0.6,-0.1
CC1CN(c2snnc2C=C2C(=O)OC(C)(C)OC2=O)CC(C)O1 (configuration not stated),0.1,5.4,95.0,-0.1,-7.5,-9.1,-2.3,12.4,-1.7,0.1
O=C(c1ccc(-c2cccc(C(F)(F)F)c2)o1)N1CCN(c2ccccc2O)CC1,1.4,-1.1,101.0,0.0,-5.5,-1.2,-3.6,9.2,-2.2,1.7
NC(=O)C1CCN(c2nc(C3CC3)nc3c2nnn3Cc2ccccc2)CC1,-10.3,0.8,100.0,-0.2,3.9,2.4,-1.5,-4.9,-2.8,-0.1
Nc1ccc(C(=O)N2N=C(c3ccc(F)cc3)CC2(O)C(F)(F)F)cc1 (configuration not stated),-0.5,0.5,99.0,-0.2,3.8,-0.3,-0.2,-5.2,-1.2,-4.1
O=C(Nc1ccn(CCCN2CCN(c3ccccn3)CC2)c(=O)n1)OCc1ccccc1,0.8,-1.7,98.0,1.0,-0.3,1.4,x,10.9,-2.6,-0.8
COc1cc(NC(=O)C/C(C)=N/NC(=O)C(OC)c2ccccc2)c(OC)cc1Cl (configuration not stated),-8.2,2.5,98.0,0.2,14.5,-2.0,3.9,-0.3,-2.0,1.7
Cc1cccc2c1N(CCOc1ccccc1Cl)C(=O)C2=O,16.8,15.6,101.0,0.0,1.3,1.5,-6.3,-14.3,0.9,1.1
CSc1ccc(CN(C)CC(=O)Nc2ccccc2Br)cc1,3.5,6.4,98.0,0.2,-10.4,5.5,-5.0,-0.2,-0.1,-1.5
COc1cc(NS(C)(=O)=O)c(OC)cc1NC(=O)c1ccccc1,2.0,-1.1,96.0,1.6,6.5,-10.0,-16.6,0.8,-0.1,2.0
O=C(O)CCS(=O)(=O)c1ccc(-c2ccccc2)cc1,-5.3,-4.7,85.0,0.5,14.2,-0.1,4.0,-0.9,-0.1,1.7
O=C(O)C(=Cc1ccccc1Cl)c1ccccc1,-8.8,-6.7,95.0,0.0,-0.6,x,x,x,x,2.7
Cc1cc(NC(=O)c2ccccc2)c(Cl)cc1N,-3.2,2.3,101.0,1.4,7.1,9.4,116.4*,-2.9,0.3,0.5
CC1(c2ccccc2)NC(=O)N(CC(=O)Nc2ccc3c(c2)CCC3)C1=O (configuration not stated),5.8,0.6,98.0,-0.1,-5.9,-1.0,-5.6,8.3,-3.0,7.9
CC12C(=O)N(Cc3ccccc3)C(=O)C1C1C=CC2C1 (configuration not stated),-10.2,-3.1,98.0,2.6,0.2,5.0,5.1,-3.8,3.8,1.5
COc1ccc(C(=O)NNC(=O)c2ccc3ccccc3c2)cc1,1.2,-3.5,97.0,0.0,-1.1,-6.3,-1.8,-4.6,-1.2,0.7
CC(=O)NC1CC2CCCC(C1)N2C(=O)Nc1c(C)cccc1C (configuration not stated),11.5,3.1,95.0,-0.1,1.2,4.4,-3.0,4.6,0.3,2.2
CCOc1ccccc1C(=O)NC(C(=O)N(C)Cc1ccc2c(c1)OCO2)C(C)C (configuration not stated),-1.0,0.1,91.0,-0.1,-6.6,-9.0,-14.4,1.1,1.5,-0.7
O=C(CCN1C(=O)C2C3CC(C(Br)C3Br)C2C1=O)OCC(=O)c1ccccc1 (configuration not stated),4.9,6.4,71.0*,0.3,-2.3,-7.6,4.5,-7.7,-0.8,-0.1
COc1cc(C(CC(=O)Nc2cc(C)ccn2)N2Cc3ccccc3C2=O)cc(OC)c1OC (configuration not stated),-11.0,4.4,95.0,-0.2,-0.2,-5.4,4.9,7.6,-0.9,2.4
CN(C1(C)CCS(=O)(=O)C1)S(=O)(=O)c1ccc2ccccc2c1 (configuration not stated),-20.4,1.4,100.0,-0.2,2.7,4.8,0.3,-0.7,-0.3,1.1
COc1ccc(-n2c(Cc3cccn3C)nnc2SCC(=O)Nc2ccc(C)cc2)cc1,-8.6,-0.2,106.0,0.1,4.6,-3.6,1.7,14.3,-1.1,-0.5
COC(=O)C1=C(N)Oc2cc(C)n(CC3CCCO3)c(=O)c2C1c1ccc(Cl)c(Cl)c1 (configuration not stated),-5.5,6.0,101.0,-0.3,7.0,-2.1,1.2,4.7,-2.4,-0.6
Brc1cccc(-c2nnc3sc(CNC4CCCC4)cn23)c1,-3.8,-1.7,104.0,0.0,-6.9,-0.8,16.4,1.3,0.8,0.2
COc1ccc(OC)c(C(=O)Cn2c3[n+](c4ccc(C(F)(F)F)cc42)CCCCC3)c1,-6.4,-0.2,106.0,-0.4,7.1,6.5,-2.6,-3.7,-0.6,3.5
NS(=O)(=O)c1ccc(NS(=O)(=O)/C=C/c2ccccc2)cc1,-7.6,-3.6,93.0,-0.1,-4.9,-13.0,0.6,2.8,-0.8,0.6
CN(N=C(c1ccccc1)c1ccccc1)c1ccccc1,2.4,-1.2,101.0,2.0,-2.3,-6.5,5.3,16.1,-0.9,0.9
O=C(Cc1ccc(NC2=NC3CS(=O)(=O)CC3S2)cc1)NCCc1ccccc1 (configuration not stated),-4.4,-3.3,97.0,-0.3,-0.2,-3.4,0.0,-1.2,-1.4,1.4
CCN1C(=O)[C@H]2[C@@H](c3ccc(C)cc3)N3C(=O)N(c4ccc(C(F)(F)F)cc4)C(=O)[C@@]3(CC(C)C)[C@H]2C1=O,-7.5,-13.5,96.0,0.5,-3.2,-0.6,-5.7,4.2,3.4,-1.8
O=C(COc1coc(CN2CCc3ccccc3C2)cc1=O)Nc1cccc(Cl)c1,-8.2,16.5,99.0,0.0,-8.1,-32.0,-1.5,19.0,7.3,1.2
CCCCOP(=O)(OCCCC)C1(C)CC(=O)CC(C)(C)C1 (configuration not stated),6.6,0.9,104.0,0.0,8.0,-3.1,3.4,6.1,1.0,0.0
O=C(C1CCCCCC1)N1CC[C@@H](N2CCC(O)CC2)[C@H](O)C1,-13.6,-1.0,101.0,-0.1,-2.2,-9.7,0.3,2.6,-0.4,1.1
COc1cccc(-n2cnc3sc4c(c3c2=O)CCC4)c1,-10.3,3.3,103.0,-0.1,-6.6,-2.4,-5.8,-7.0,-1.2,-1.5
c1ccc(Oc2cc(-c3ccccc3)nc(-c3ccccc3)n2)cc1,-6.8,-1.5,107.0,-0.2,-0.6,-1.6,9.0,4.6,-0.8,0.9
CCC1(c2ccc(F)cc2)NC(=O)N(CC(=O)N2CCc3ccccc32)C1=O (configuration not stated),4.6,-10.5,98.0,0.0,8.7,-7.5,3.1,-1.2,-0.3,2.6

# 4 entries from above, set out differently.
NS(=O)(=O)c1ccc(NS(=O)(=O)/C=C/c2ccccc2)cc1
  NOD2-RIPK2 inh: -7.6; Granule exo inh: -3.6; ABCB6 inh 2: 93.0; aDG glyco act: -0.1; ABHD5 PLIN5 PPI: -4.9; TLR9-MyD88 inh: -13.0; Vif inh: 0.6; MC4R antag cAMP: 2.8; MC4R ag barr: -0.8; N-glyco inh: 0.6
CN(N=C(c1ccccc1)c1ccccc1)c1ccccc1
  NOD2-RIPK2 inh: 2.4; Granule exo inh: -1.2; ABCB6 inh 2: 101.0; aDG glyco act: 2.0; ABHD5 PLIN5 PPI: -2.3; TLR9-MyD88 inh: -6.5; Vif inh: 5.3; MC4R antag cAMP: 16.1; MC4R ag barr: -0.9; N-glyco inh: 0.9
O=C(Cc1ccc(NC2=NC3CS(=O)(=O)CC3S2)cc1)NCCc1ccccc1 (configuration not stated)
  NOD2-RIPK2 inh: -4.4; Granule exo inh: -3.3; ABCB6 inh 2: 97.0; aDG glyco act: -0.3; ABHD5 PLIN5 PPI: -0.2; TLR9-MyD88 inh: -3.4; Vif inh: 0.0; MC4R antag cAMP: -1.2; MC4R ag barr: -1.4; N-glyco inh: 1.4
CCN1C(=O)[C@H]2[C@@H](c3ccc(C)cc3)N3C(=O)N(c4ccc(C(F)(F)F)cc4)C(=O)[C@@]3(CC(C)C)[C@H]2C1=O
  NOD2-RIPK2 inh: -7.5; Granule exo inh: -13.5; ABCB6 inh 2: 96.0; aDG glyco act: 0.5; ABHD5 PLIN5 PPI: -3.2; TLR9-MyD88 inh: -0.6; Vif inh: -5.7; MC4R antag cAMP: 4.2; MC4R ag barr: 3.4; N-glyco inh: -1.8

# (list continues)
SMILES,NOD2-RIPK2 inh,Granule exo inh,ABCB6 inh 2,aDG glyco act,ABHD5 PLIN5 PPI,TLR9-MyD88 inh,Vif inh,MC4R antag cAMP,MC4R ag barr,N-glyco inh
CCSc1nnc(NC(=O)Cc2ccc(OC)c(S(=O)(=O)N3CCOCC3)c2)s1,1.0,-1.2,96.0,3.0,-3.1,-0.9,12.3,8.2,-0.2,-0.9
Cc1cc(C)c(S(=O)(=O)N2CCC(C(=O)NCc3ccco3)CC2)c(C)c1,-5.0,0.4,99.0,0.6,-5.2,-0.1,4.4,13.8,-2.0,0.5
CCN(CC)CCOCCOC(=O)C(CC)(CC)c1ccccc1,-13.2,3.1,97.0,0.0,22.8*,x,6.0,27.5,1.6,-0.2
O=C(CNCc1cccs1)Nc1ccc(N2CCCCCC2)cc1,2.9,6.2,95.0,1.5,-3.3,-1.1,-5.8,-1.2,-1.6,1.2
COc1ccc(CNC(=O)Cc2csc(NC(=O)Nc3ccccc3OC)n2)cc1,-3.5,-2.1,89.0,0.2,-8.6,-2.0,0.3,-1.6,0.1,-1.7
Nc1nonc1-n1nnc(C(=O)N/N=C/c2cccnc2)c1CSC1=NCCS1,2.9,7.0,100.0,-0.1,-2.0,-8.3,10.2,9.7,-1.2,-1.0
O=C1CC(N(C(=O)c2ccco2)c2cccc(Cl)c2)C(=O)N1c1cccc(Cl)c1 (configuration not stated),-7.9,1.0,101.0,0.2,-3.1,1.9,5.7,12.6,1.7,-0.9
O=C(Nc1cccc(S(=O)(=O)N2CCOCC2)c1)c1cnccn1,-4.8,-1.0,88.0,-0.1,-5.2,-9.7,7.6,10.2,-1.7,1.2
COc1cc(C2/C(=C(\O)c3ccc4c(c3)OCCO4)C(=O)C(=O)N2Cc2ccco2)cc(OC)c1OC (configuration not stated),-1.2,-0.1,103.0,0.2,28.7*,-5.2,4.7,9.8,2.8,1.3
